# CHO-K1 Ca PAM – nonselective activator or artifact in parental CHO-K1 calcium assay. activation, % at 3 µM. 360,000 tested, 0.02% active. AID 602247. ATP EC20, Fluo-8 calcium fluorescence; 0% at ATP EC20, 100% at ATP max;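 active = activation above the run cutoff, the mean activation of all test compounds plus 3 SD, cut at about 40% in these data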;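 note: peak over basal fluorescence ratio in a 140 s read after ATP addition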
# CHRM4 PAM – potentiates acetylcholine response at human M4 receptor | activation, % at 3 µM | CHO-K1 hM4/Gqi5, Fluo-8 calcium fluorescence, ACh EC20; 0% = ACh EC20, 100% = maximal ACh | 360,000 tested, 0.4% active | P08173 | AID 624126;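 active = activation above its plate's cutoff, the mean activation of sample wells plus 3 SD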; note: some results filed as inactive read as strong as hits
# Target sequence (P08173 whole entry, looked up): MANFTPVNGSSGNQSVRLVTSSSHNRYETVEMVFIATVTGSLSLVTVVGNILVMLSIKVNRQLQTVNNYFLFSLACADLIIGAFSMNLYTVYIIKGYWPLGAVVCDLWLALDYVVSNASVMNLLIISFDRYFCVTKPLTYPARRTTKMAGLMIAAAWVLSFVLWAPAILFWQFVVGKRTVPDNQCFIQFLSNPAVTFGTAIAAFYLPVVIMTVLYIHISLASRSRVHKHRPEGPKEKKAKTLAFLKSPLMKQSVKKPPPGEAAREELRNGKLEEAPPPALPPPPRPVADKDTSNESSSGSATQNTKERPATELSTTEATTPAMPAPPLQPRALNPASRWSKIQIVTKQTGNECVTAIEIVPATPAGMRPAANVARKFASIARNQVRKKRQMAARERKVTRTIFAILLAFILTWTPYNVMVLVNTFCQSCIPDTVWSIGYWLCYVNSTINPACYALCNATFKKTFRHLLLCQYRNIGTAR
# M1 ag parental – nonselective activator or artifact in parental CHO-K1 cells; Fluo-8 calcium fluorescence; scaled to maximal ATP response, vehicle zero; activation, % at 3 µM; 360,000 tested, 0.48% active; in the data active = activation above about 15%;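 note: untransfected CHO-K1 host cells lacking M1 receptor as counterscreen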
# CHRM4 agonist – CHRM4 agonism in calcium assay; P08173; CHO-K1 hM4/Gqi5, Fluo-8 calcium fluorescence; vehicle 0%, full acetylcholine response 100%; activation, % at 3 µM; 360,000 tested, 0.14% active; AID 624127;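 active = activation above the run mean over all test wells plus 3 SD, cut at about 32% in these data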;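 note: peak over basal fluorescence ratio per well then scaled between controls; 0% = DMSO wells and 100% = acetylcholine at EC100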
# M5 PAM – positive allosteric modulators of human muscarinic M5 receptor. P08912. 360,000 tested, 0.3% active. CHO-K1 hM5, Fluo-8 calcium, ACh EC20 PAM; 0% = ACh EC20, 100% = ACh EC100. activation, % at 3 µM;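 active = activation above the run cutoff, the mean activation of all test compounds plus 3 SD, cut at about 18% in these data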
#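 Measured by: Fluo-8 calcium fluorescence; material: human M5 receptor in CHO-K1 cells; schedule: Post-acetylcholine fluorescence recording 140 s; benchmarks: low control EC20 acetylcholine (0%), high control EC100 acetylcholine (100%); read-out: Max/basal fluorescence ratio as % of EC20–EC100 ACh window; compound: single dose, 3 µM nominal final test concentration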
# M4 antag – antagonists of human muscarinic M4 receptor (CHRM4); CHO-hM4 cells, ACh EC80, Fluo-8 calcium fluorescence; inhibition, % at 3 µM; 360,000 tested, 0.73% active;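 active = inhibition above its plate's cutoff, the mean inhibition of sample wells plus 3 SD, cut at about 27% in these data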;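 note: 0% = acetylcholine EC80 with DMSO and 100% = DMSO without agonist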
# M5 ag – agonists of human muscarinic M5 receptor (CHRM5). 360,000 tested, 0.19% active. AID 624037. P08912. CHO-K1 hM5 cells, Fluo-8 calcium fluorescence; 0% DMSO wells, 100% maximal acetylcholine response. activation, % at 3 µM;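 active = activation above the run's mean over test compounds plus 3 SD, cut at about 23% in these data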;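 note: signal is peak over basal fluorescence ratio across the kinetic read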
# CHO-K1 Ca antag – nonselective inhibitor or artifact in parental CHO-K1 cells. ATP-induced calcium, Fluo-8 fluorescence. inhibition, % at 3 µM. 360,000 tested, 0.6% active;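 active = inhibition above a per-plate cutoff, the plate's mean sample inhibition plus 3 SD, cut at about 24% in these data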;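 note: 0% = DMSO plus EC80 ATP and 100% = DMSO alone without ATP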
# M5 antag – blocks acetylcholine activation of human M5 receptor | CHO-hM5 cells, Fluo-8 calcium fluorescence, ACh EC80 | inhibition, % at 3 µM | 360,000 tested, 0.59% active;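 active = inhibition above a per-plate cutoff, the mean of that plate's test compounds plus 3 SD, cut at about 27% in these data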;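 note: 0% = acetylcholine EC80 with DMSO and 100% = DMSO without agonist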
# * marks the source's active call; other numbers are inactive results.
SMILES,CHO-K1 Ca PAM,CHRM4 PAM,M1 ag parental,CHRM4 agonist,M5 PAM,M4 antag,M5 ag,CHO-K1 Ca antag,M5 antag
COc1ccccc1N1CCN(C(=O)C(=O)c2cn(CC(=O)N3CCOCC3)c3ccccc23)CC1,18.4,5.2,0.2,1.1,0.5,-2.5,-3.9,-0.2,3.4
COC(=O)c1cc(Nc2cc(C)c3c(O)cccc3n2)cc(C(=O)OC)c1,8.7,-14.8,2.0,7.3,-15.7,1.5,4.9,-5.1,6.4
Cn1c(=O)c2cc(NC(=O)Nc3ccccc3)ccc2n1Cc1ccccc1,1.8,3.0,0.6,2.5,-0.1,-6.1,0.2,3.2,-0.5
COc1ccc(-c2ccc(-c3nnn(CC(=O)N4CCOCC4)n3)cc2)cc1,10.2,-0.6,0.4,1.2,4.2,9.7,0.5,-10.4,-5.7
CCOC(=O)Cc1c(C)nc2c(-c3ccc(Cl)cc3)c(C)nn2c1C,6.1,-0.4,0.9,2.4,-4.2,-14.1,3.6,2.3,-5.5
Cc1ccc(-c2noc(CN(C)C(=O)c3ccc(Br)o3)n2)cc1,5.2,-0.8,2.6,1.3,-7.0,-5.9,-0.7,-12.7,9.9
COc1cc(CN2CCCC(C(=O)Nc3ccccc3Oc3cccnc3)C2)ccc1F (configuration not stated),-2.3,-2.2,0.1,0.6,1.4,-4.0,-8.2,-14.6,10.8
O=C(O)CSCC(=O)N1CCN(Cc2ccc3c(c2)OCO3)CC1,16.7,4.3,1.0,0.8,2.4,-4.3,-5.0,-10.7,0.1
Cc1cccc(NC(=S)N(CCN(C)C)Cc2cc3cc(C)cc(C)c3[nH]c2=O)c1,20.4,0.9,0.2,0.9,2.5,-2.7,8.2,-7.1,0.3
Cc1ccccc1C(CC(=O)c1cccs1)C(C#N)C#N (configuration not stated),3.8,-5.2,0.9,1.6,-6.6,1.4,-4.4,-2.9,6.7
CS(=O)(=O)Nc1ccc(C2=NN(C(=O)c3ccccc3)C(c3cccs3)C2)cc1 (configuration not stated),6.7,4.6,-1.4,-1.7,-2.0,-2.2,-1.5,-0.1,15.0
Cc1cc(F)ccc1S(=O)(=O)N1CCCOC1CNC(=O)C(=O)NCc1ccccn1 (configuration not stated),0.7,12.3,0.9,3.1,7.5,-13.7,-1.5,-9.2,-16.9
CC1(Oc2cccc(F)c2)CCN(Cc2ccc(-c3ccccc3)o2)C1 (configuration not stated),-3.9,2.0,0.3,0.7,-1.1,-9.0,0.2,-13.0,3.3
CCC(C)c1ccc(O)c(NC(=O)c2ncn[nH]2)c1 (configuration not stated),9.2,4.9,1.8,4.2,-0.1,3.6,1.6,-21.7,-2.5
CC(=O)c1cn(CCC(C)C)c(=O)[nH]c1=O,-1.2,11.6,0.0,1.3,2.0,0.1,1.4,-0.8,5.7
Cc1csc(SCCn2c(Br)nc3c2c(=O)[nH]c(=O)n3C)n1,0.0,-3.4,1.1,1.7,-4.1,3.7,0.3,-5.4,9.8
Cn1c(OCc2ccco2)nc2c1c(=O)n(Cc1ccc(Cl)c(Cl)c1)c(=O)n2C,25.1,12.2,0.8,0.5,4.4,3.4,3.3,-14.0,-6.5
CN(C)C(=O)COC(=O)/C=C/c1ccccc1[N+](=O)[O-],11.6,-1.8,0.6,1.0,-5.8,5.8,2.8,-2.6,6.8
O=C(CCC1CCCC1)NCc1ccccn1,15.9,-0.4,0.4,0.5,4.7,-7.9,-5.1,-2.3,-0.7
CCOC(=O)/C(C#N)=C/NC(=O)NC(C)(C)C,20.6,5.6,1.0,1.3,-0.2,-1.8,2.6,-23.5,-2.5
Cn1ncc(Cl)c1C(=O)N1CCN(C23CC4CC(CC(C4)C2)C3)CC1,20.8,-10.5,1.3,1.4,-4.5,11.5,-9.2,-6.2,12.6
Cc1ccc(OCc2cc(C(=O)N(C)Cc3nccn3C)no2)cc1C,10.7,3.9,4.9,7.4,-1.5,-10.2,-6.0,-8.6,-2.0
CN1CCC(N(C)S(=O)(=O)c2ccc(Cl)cc2)CC1,10.9,-6.4,0.0,1.2,-4.1,-10.0,-1.4,-15.4,-2.1
COC(=O)c1c(NC(=O)c2ccccc2)sc(C(N)=O)c1C,11.3,-0.7,1.0,0.3,3.9,-4.9,-0.7,-10.4,11.7
CCCOC(=O)c1c(NC(=O)C2C3C=CC(C3)C2C(=O)O)sc2c1CCC(C)C2 (configuration not stated),21.0,-4.1,0.4,-0.1,-3.0,3.7,-0.4,-19.6,5.5
Cc1ccc(NC(=O)C2CCCN2C(=O)OCc2ccccc2)c(O)c1 (configuration not stated),-12.2,-0.6,0.5,1.4,-4.6,-3.6,-1.2,-12.9,2.0
Cc1ccc(NS(=O)(=O)c2cc3c4c(cccc4c2)C(=O)NC3=O)cc1C,0.6,-0.8,5.0,8.2,0.3,13.9,3.5,-4.6,0.0
Cc1ccc(NC(=O)c2cccc(S(=O)(=O)N3CCN(c4ccccc4)CC3)c2)nc1,-6.6,1.5,0.6,1.2,1.0,6.5,1.0,6.8,3.0
CCn1c(-c2nonc2NC(=O)c2ccccc2)nc2ccccc21,12.7,8.5,0.8,2.7,-6.5,-1.8,-0.5,-15.0,2.9
COc1ccc(N2CC(C)Cn3c2nc2c3c(=O)n(CCc3ccccc3)c(=O)n2C)cc1 (configuration not stated),-4.3,2.9,0.0,1.1,0.4,4.8,1.8,3.5,6.5

# Some of these compounds in order of formula weight, highest first:
SMILES,CHO-K1 Ca PAM,CHRM4 PAM,M1 ag parental,CHRM4 agonist,M5 PAM,M4 antag,M5 ag,CHO-K1 Ca antag,M5 antag
CCCOC(=O)c1c(NC(=O)C2C3C=CC(C3)C2C(=O)O)sc2c1CCC(C)C2 (configuration not stated),21.0,-4.1,0.4,-0.1,-3.0,3.7,-0.4,-19.6,5.5
Cn1ncc(Cl)c1C(=O)N1CCN(C23CC4CC(CC(C4)C2)C3)CC1,20.8,-10.5,1.3,1.4,-4.5,11.5,-9.2,-6.2,12.6
O=C(O)CSCC(=O)N1CCN(Cc2ccc3c(c2)OCO3)CC1,16.7,4.3,1.0,0.8,2.4,-4.3,-5.0,-10.7,0.1

# Further structures follow:
SMILES,CHO-K1 Ca PAM,CHRM4 PAM,M1 ag parental,CHRM4 agonist,M5 PAM,M4 antag,M5 ag,CHO-K1 Ca antag,M5 antag
O=C(O)c1ccc(N2CCCCC2)cc1,1.9,5.1,0.1,-0.1,7.4,-6.4,-0.8,2.1,-1.4
CC1=CC(c2ccc(Cl)cc2)n2nc(NC(=O)c3ccccc3)nc2N1 (configuration not stated),14.1,0.2,0.3,1.2,1.1,-1.1,-2.4,-9.5,-8.5
Clc1cc(NC2CCCCC2)ncn1,9.2,-19.9,7.4,14.5,-8.1,98.6*,3.6,0.5,13.2
O=C(NCCCN1CCCCCC1)c1cc2c(=O)oc3ccccc3c2s1,-17.7,-14.8,2.1,1.2,3.4,12.9,-8.8,-10.1,9.3
CC1CCN(CC(=O)c2c[nH]c3ccccc23)CC1,16.0,10.3,-0.2,0.8,-2.0,-1.8,-4.9,-3.9,9.5
O=C(O)c1cccnc1Nc1ccc(Cl)cc1,3.7,9.2,0.4,0.7,-0.5,3.4,-0.8,4.6,-2.5
COc1cccc(-c2c(C(=O)N/N=C/c3cccnc3)nnn2-c2nonc2N)c1,-6.3,2.0,3.3,4.4,-0.5,0.6,2.2,-4.1,7.2
CC(=O)Nc1cc(-c2nn(C)c(=O)c3ccccc23)ccc1N1CCOCC1,10.1,-0.6,-0.1,0.2,4.8,-0.8,-0.9,-12.1,0.2
CCOc1ccc(/C=N/NC(=O)C2(O)c3ccccc3-c3ccccc32)cc1,-9.2,-3.7,1.0,6.1,-6.9,-2.8,6.9,8.6,7.6
O=C(N/N=C/c1ccc[nH]1)c1cc2ccccc2cc1O,11.5,2.5,4.6,9.7,-3.6,-1.1,-1.1,-11.5,14.9
CCC(=O)NC(Cc1ccccc1)c1nc2ccccc2[nH]1 (configuration not stated),23.4,5.1,7.3,1.7,-2.9,-8.3,-2.1,-7.6,8.3
Cc1cccc(NC(=O)c2ccc(OCc3c(C)noc3C)cc2)c1,-1.8,-5.1,0.9,2.7,1.7,6.6,-4.7,-9.7,1.4
COc1ccc2c(c1)S(=O)(=O)c1ccccc1N2,-4.1,-4.7,0.8,3.0,14.4,-2.0,-19.7,-0.4,-2.7
CC(C)(C)c1ccc(S(=O)(=O)NCC(=O)Nc2ccc(-c3nc4ccccc4s3)cc2)cc1,17.4,9.4,-0.1,1.6,0.7,-0.7,0.6,-7.1,-5.4
C/C(=N\NC(=O)c1cc(-c2ccc(Cl)s2)[nH]n1)c1ccncc1,7.4,3.6,2.3,0.0,1.1,-3.1,-2.3,-7.2,1.3
C[C@H](CO)N1C[C@H](C)[C@@H](CN(C)S(=O)(=O)c2ccc(F)cc2)Oc2c(NC(=O)Nc3ccc4c(c3)OCO4)cccc2C1=O,-5.7,-6.6,1.4,8.7,-17.2,1.1,-1.0,-3.7,7.7
O=C(Cn1cnc2scc(-c3ccccc3)c2c1=O)NCc1ccco1,1.7,-3.5,5.7,5.0,-7.3,-7.3,2.4,6.1,0.0

# 7 compounds from above, showing only CHO-K1 Ca antag.
SMILES,CHO-K1 Ca antag
COc1ccc2c(c1)S(=O)(=O)c1ccccc1N2,-0.4
CC(=O)Nc1cc(-c2nn(C)c(=O)c3ccccc23)ccc1N1CCOCC1,-12.1
O=C(O)c1ccc(N2CCCCC2)cc1,2.1
Cc1cccc(NC(=O)c2ccc(OCc3c(C)noc3C)cc2)c1,-9.7
C/C(=N\NC(=O)c1cc(-c2ccc(Cl)s2)[nH]n1)c1ccncc1,-7.2
COc1cccc(-c2c(C(=O)N/N=C/c3cccnc3)nnn2-c2nonc2N)c1,-4.1
O=C(O)c1cccnc1Nc1ccc(Cl)cc1,4.6

# From PubChem BioAssay
